# Screens deposited in PubChem BioAssay by several laboratories.
# Phagocyt inh: inhibitors of macrophage phagocytosis; J774A.1 macrophage IgG-bead phagocytosis, imaging; inhibition, % at 5 µM; 0.07% of 110,000 active;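 active = inhibition above the mean of the plate negative controls plus 5 SD, cut at about 13% in these data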;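 also: phagocytic index as fraction of beads internalized from green versus red external bead signal; plate controls were DMSO negative control for no effect and cytochalasin-D positive control for full effect; some results beyond the cut were filed as inactive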
# Yeast life ext: extends the lifespan of yeast. 0.68% of 130,000 active. inhibition of the nicotinamide effect, % at 10 µM. S. cerevisiae growth with nicotinamide, OD615; deaD strain in restrictive glucose medium;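 active = inhibition above a set limit, placed 3 SD over the median of all compounds, cut at about 26% in these data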;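 also: 0% = nicotinamide-treated wells and 100% = cells grown without nicotinamide; some compounds called inactive have numbers as strong as hits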
#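 Assay system: engineered S. cerevisiae DeaD replicative-lifespan strain, galactose-grown log-phase cells; medium: restrictive CSMM-D dextrose medium; also added: nicotinamide, 1.5 mM, co-present with compound; schedule: 48 h compound exposure at 30 °C, humidified; detection: absorbance at 615 nm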
# BB579 growth dn: chemicals that inhibit yeast BB579 growth in restrictive medium (lifespan-shortening candidates). S. cerevisiae BB579 growth, OD615, 48 h. inhibition, % at 10 µM. 0.51% of 140,000 active. AID 804;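 active = inhibition above a set limit, 3 SD over the mean compound inhibition, cut at about 44% in these data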; also: inactives centre near -24
#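 Test system: DeaD yeast strain BB579 / Buffer or medium: restrictive glucose-based CSMM-D medium / Doses: single 10 µM dose / Schedule: 4 h cell preincubation, 48 h compound exposure, 30 °C humidified / Technique: culture absorbance at 615 nm / Controls: amphotericin B positive control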
# MRP-1 activ: MRP-1 activation. H69AR cells + doxorubicin, viability rescue, CellTiter-Glo. viability increase, % at 10 µM. 0.61% of 140,000 active;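 active = viability gain under doxorubicin at or above a set limit, the compound median plus 3 SD, cut at about 4.7% in these data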;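 also: MRP-1 overexpressing cells given doxorubicin 25 µM after compound pretreatment; 18-22 h compound pretreatment then 72 h with doxorubicin before readout; 0% = doxorubicin-only wells and 100% = vehicle-treated cells without doxorubicin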
# Measles CPE: protection of cells from measles virus; Measles virus-infected cells, CPE protection, absorbance; protection (pct of control), % at 4 µM; 1.5% of 140,000 active; in the data active = protection mostly above about 24%, no sharp cut-off; inactive = mostly below about 26%; also: some compounds called inactive have numbers as strong as hits
# GALR2 antag: antagonists of human galanin receptor 2 (GALR2). O43603. GALR2-expressing cells, antagonist mode. inhibition, % at 4 µM. 0.39% of 140,000 active. AID 828; in the data active = inhibition above about 27%;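 also: cells stimulated with galanin 1-16 at roughly its EC80; 0% = agonist challenge control and 100% = basal control without agonist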
# Target sequence (O43603 whole entry, looked up): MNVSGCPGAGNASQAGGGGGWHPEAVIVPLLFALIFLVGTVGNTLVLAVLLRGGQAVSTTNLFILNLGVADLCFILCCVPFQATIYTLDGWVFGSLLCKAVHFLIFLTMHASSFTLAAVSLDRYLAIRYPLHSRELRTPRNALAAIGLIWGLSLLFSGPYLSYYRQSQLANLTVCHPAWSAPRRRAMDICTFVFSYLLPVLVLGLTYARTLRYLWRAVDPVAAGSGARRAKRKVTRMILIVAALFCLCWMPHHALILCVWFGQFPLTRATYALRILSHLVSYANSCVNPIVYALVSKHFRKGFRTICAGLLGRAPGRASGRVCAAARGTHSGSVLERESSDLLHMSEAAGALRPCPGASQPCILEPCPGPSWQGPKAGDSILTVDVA
# NPY-Y2 antag: NPY-Y2 (human) receptor antagonism; NPY-Y2 expressing cells, antagonist mode; inhibition, % at 2.7 µM; 0.99% of 140,000 active; in the data active = inhibition above about 17%;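 also: 0% = vehicle with agonist challenge and 100% = reference antagonist with challenge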
# Target sequence (P49146 whole entry, looked up): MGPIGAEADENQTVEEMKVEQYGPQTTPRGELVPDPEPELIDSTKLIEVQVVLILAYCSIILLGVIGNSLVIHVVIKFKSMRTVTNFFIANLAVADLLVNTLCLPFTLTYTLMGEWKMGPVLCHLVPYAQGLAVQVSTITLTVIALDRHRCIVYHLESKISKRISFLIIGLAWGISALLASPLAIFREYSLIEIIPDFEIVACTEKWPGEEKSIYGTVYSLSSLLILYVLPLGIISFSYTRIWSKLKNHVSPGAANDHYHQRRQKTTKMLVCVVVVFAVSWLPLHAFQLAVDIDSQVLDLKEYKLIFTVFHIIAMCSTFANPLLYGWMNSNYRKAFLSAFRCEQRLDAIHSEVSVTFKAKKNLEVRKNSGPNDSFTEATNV
# E-sel TNF inh: TNF alpha driven E-selectin expression inhibition; HUVEC TNFa-induced E-selectin immunofluorescence, high content; inhibition, % at 2 µM; 0.71% of 120,000 active; AID 1246;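 active = inhibition above the batch mean plus 3 SD, and confirmed as a hit on visual image review, cut at about 43% in these data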;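 also: 0% = TNF-stimulated DMSO wells and 100% = unstimulated control wells; not every result past the cut was called active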
# HCT116 bCat-KO: beta-catenin-lacking colon tumor cell growth suppression; HCT116 beta-catenin knockout viability, CellTiter-Glo, 60 h; active compounds read low; viability, % at 10 µM; 1.5% of 140,000 active; AID 818;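 active = viability at or under a set limit, the compound median less 4 SD, cut at about 6% in these data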;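 also: 0% = Hyamine 1622 control at 20 µM and 100% = untreated cell control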
# PTEN del growth: growth suppressors of cells with PTEN tumor suppressor deletion; viability, % at 10 µM; HCT116 PTEN-null viability, CellTiter-Glo, 60 h; active compounds read low; 1.2% of 140,000 active;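 active = viability at or below a set limit, 4 SD under the median of all tested compounds, cut at about 3.7% in these data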;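 also: PTEN knockout HCT116 line with beta catenin targeted HCT116 as companion control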
# An asterisk follows results filed as active; / = no result given.
SMILES	Phagocyt inh	Yeast life ext	BB579 growth dn	MRP-1 activ	Measles CPE	GALR2 antag	NPY-Y2 antag	E-sel TNF inh	HCT116 bCat-KO	PTEN del growth
O=C(NCc1ccncc1)Nc1cccc(Cl)c1	0	-7	5	-1.4	13	-6	2	-12	106	104
COc1cc(/C=N/NC(N)=S)cc(Br)c1OCc1ccccc1F	5	-4	-5	-4.8	4	-10	3	/	52	55
CC(C)C(NC(=O)OCc1ccccc1)C(=O)OCC(=O)N1CCCCC1 (stereo unspecified)	-1	-2	-31	-1.9	18	3	1	11	91	89
Cc1cc(C(=O)CN2C(=O)c3ccccc3C2=O)c(C)n1Cc1cccs1	/	/	12	-2.1	17	-6	3	-4	93	95
CC(C)(C)OC(=O)NCc1nc(N)n[nH]1	/	-6	-15	-2.0	4	-3	4	10	91	99
Cc1cc(C)cc(N(CCC#N)C(=O)CSc2nc3nc(C)cc(C)n3n2)c1	0	-10	-1	-0.8	12	-3	1	/	101	100
Cc1cc(-c2n[nH]c(=S)n2/N=C/C(Cl)=C/c2ccccc2)n[nH]1	-11	-2	-54	-5.9	7	0	4	21	5.0*	2.2*
Cc1ccc(N=C2SCCCN2C(=O)c2ccco2)cc1Cl	-2	8	-22	-0.3	16	5	2	/	87	89
FC(F)Oc1ccccc1C1CC(c2ccc(Br)s2)Nc2ncnn21 (stereo unspecified)	2	0	-14	0.4	22	1	2	-19	64	69
CCc1ccc(CCC(=O)Nc2ncc(Cc3ccccc3Cl)s2)o1	/	3	-52	-2.8	1	-3	17	/	16	13
Cc1cccc(NC(=O)CSc2nnc(-c3ccccc3)n2N)c1C	0	-8	-13	-3.1	5	-5	6	/	85	105
O=C(NCc1ccco1)c1cccnc1-c1nc2ccccc2s1	0	-19	-13	-1.9	5	-17	2	9	88	77
COc1cc(CCC(=O)OCC(=O)Nc2ccccc2C(C)C)cc(OC)c1OC	-11	-2	-16	-2.2	19	-26	1	/	97	105
CN(c1ccccc1)c1nc(N)c(C#N)c(CC#N)c1C#N	-2	-4	-23	1.0	22	-25	3	-6	99	108
CCSc1nnc(NC(=O)CCc2ccccc2)s1	2	-14	-48	-0.6	4	5	4	-9	63	89
CCCS(=O)(=O)Nc1cc(C(F)(F)F)ccc1OCCOC	1	-12	-93	-1.4	9	-3	0	6	102	101
COc1ccc(C)c2sc(N3CCCC3)nc12	/	-5	-51	-1.2	6	-4	2	/	87	89
CC1CCN(C(=O)Cn2nc(C(F)(F)F)c3c2CCCC3)CC1	-1	-9	-41	-0.2	8	-1	2	-12	88	89
Cc1noc(C)c1S(=O)(=O)N1CCC(C(=O)NCCc2ccc(S(N)(=O)=O)cc2)CC1	/	-2	-28	-1.0	7	-11	3	16	94	105
CC1CN(c2ccc(Oc3ccccc3)cc2)c2nc3c(c(=O)[nH]c(=O)n3C)n2C1 (stereo unspecified)	2	-3	-40	0.7	8	15	-1	22	101	99
Cc1ccc(C)n1-n1cnc2scc(-c3cccs3)c2c1=O	-2	-12	-49	-0.2	12	9	3	-13	88	85
CCc1ccccc1NC(=O)Cn1nnc(-c2cccs2)n1	-4	-3	-35	-0.1	16	3	0	-5	99	98
O=C(O)C1CCCCC1C(=O)NCc1ccncc1 (stereo unspecified)	-4	5	-17	-1.2	7	-8	1	/	92	87
CCCn1c(=O)c2c(c3ccccc31)OCC(=O)N2	-1	-16	-8	-1.2	2	15	4	-3	90	91
O=C(CCc1nc2ccccc2c(=O)[nH]1)OCC(=O)c1ccc(C2CCCCC2)cc1	/	-1	-27	1.6	16	9	0	/	85	98

# Next entries follow.
SMILES	Phagocyt inh	Yeast life ext	BB579 growth dn	MRP-1 activ	Measles CPE	GALR2 antag	NPY-Y2 antag	E-sel TNF inh	HCT116 bCat-KO	PTEN del growth
N#Cc1c(NC(NC(=O)c2ccco2)C(=O)c2ccccc2)sc2c1CCCC2 (stereo unspecified)	-6	-2	-41	-1.6	3	-3	1	5	89	90
COc1ccc(N2CCN(C(=O)CCNS(=O)(=O)c3ccc4c(c3)CCC(=O)N4)CC2)cc1	/	-3	-29	-0.6	20	5	2	/	93	96
C=CCn1c(SCC(=O)Nc2ccc(C)cc2C)nnc1-c1cccnc1	2	-2	-72	-1.2	15	-4	2	2	90	94
Cn1nc(C(F)(F)F)c(/C=N/OC(=O)c2ccccc2)c1Sc1ccc(Cl)cc1	0	-11	-54	-1.2	11	-10	3	/	76	67
CCOC(=O)C1=C(C)n2c(s/c(=C3\C(=O)Nc4ccccc43)c2=O)=NC1c1ccc(OC)cc1 (stereo unspecified)	-3	8	-10	-2.9	17	-7	-3	-1	98	89
CCn1c(C(=O)N2CCCC(C(=O)NCCc3ccc(C)cc3)C2)cc2sccc21 (stereo unspecified)	-2	-8	-10	-0.7	4	-5	7	-23	90	75
COCCCN(C(=S)Nc1cc(Cl)cc(Cl)c1)C(C)c1ccncc1 (stereo unspecified)	0	41*	-36	0.1	17	8	5	/	85	78
COCC(=O)NC1CCN(S(=O)(=O)c2ccc(C(=O)O)cc2)CC1	-1	2	-17	-1.7	14	-4	-1	/	95	93
COc1ccc(C(C)N2CC34C=CC(O3)C(C(=O)O)C4C2=O)cc1 (stereo unspecified)	0	-5	-41	-0.1	8	-2	-2	-9	96	94
COC(=O)c1ccc(COc2ccccc2/C=C(\C#N)C(=O)NC(C)C)cc1	-16	-5	-32	-0.2	14	-2	10	11	85	95
Cc1cc(C)c(C#N)c(SCC(=O)Nc2ccc3c(c2)OCO3)n1	0	-12	-18	0.1	24	16	0	-13	112	103
COc1ccc(CCNc2nc(-c3sc(N)nc3C)cs2)cc1OC	-1	-6	-25	-3.7	22	0	-2	/	99	97
CC(=O)c1cnc(SCCN2C(=O)c3ccccc3C2=O)nc1C	/	-17	-22	-3.0	3	-5	1	6	82	94
CC(C)Oc1ccccc1/C=N/Nc1ccccc1[N+](=O)[O-]	-10	-2	-39	-1.3	0	3	-7	/	69	74
COC(=O)CC1C(=O)NCCN1C(=S)Nc1cccc(C)c1 (stereo unspecified)	1	-4	5	-2.2	20	15	2	19	99	91
COc1cccc(/C=N/NC(=O)CSCC(=O)Nc2ccccc2)c1O	0	-6	-6	0.8	5	6	1	-70	7	12
O=C(CSc1nc(C2CC2)nc2ccccc12)N1c2ccccc2Sc2ccc(C(F)(F)F)cc21	0	-5	-56	1.1	4	-7	2	-15	55	55
N#CCCN1CCN(C(=S)c2ccc(-c3cc(Cl)ccc3Cl)o2)CC1	-4	-6	-13	-2.0	3	-6	10	/	51	50
O=C(CN(CCc1ccccc1)C(=O)CNS(=O)(=O)c1ccc(F)cc1)NCc1ccco1	-1	11	-31	-0.8	24	5	-1	/	82	94
CC1CCN(CC(O)COC2CCC(C(C)(C)C)CC2)CC1 (stereo unspecified)	-1	-26	-23	-3.9	19	-13	8	1	72	64
O=C(NCC1CCCO1)c1ccc(NC(=O)C2CCCCC2C(=O)O)cc1 (stereo unspecified)	-2	-5	-16	0.1	7	5	4	3	98	99
CCN(CC)C(=O)Sc1cccc2cccnc12	-1	-20	-37	-3.0	9	0	0	/	104	91
C/C=C/c1ccc(OCCCCOc2ccccc2F)c(OC)c1	1	-6	-40	-0.5	14	-1	9	/	94	97
FC(F)(F)c1cnc(Oc2ccccc2-c2nnc(-c3ccc(Cl)cc3)o2)c(Cl)c1	/	-8	-19	-1.8	2	100*	3	10	77	76
COc1ccc(C(=O)CCc2nc3ccccc3s2)cc1	-9	-5	-31	0.0	27	-1	4	/	101	102

# Next section
SMILES	Phagocyt inh	Yeast life ext	BB579 growth dn	MRP-1 activ	Measles CPE	GALR2 antag	NPY-Y2 antag	E-sel TNF inh	HCT116 bCat-KO	PTEN del growth
COC(=O)NNC(=O)C12CC3CC(CC(C3)C1)C2	-7	-4	-15	-0.3	13	6	1	14	95	94
CCN(c1ccccc1)S(=O)(=O)c1cc(NC(=O)Nc2ccccc2C#N)ccc1Cl	-5	-4	-34	-1.7	14	10	5	/	72	67
Cc1cccc(C)c1NC(=O)CSc1nnc([C@@H]2CCCN2C(=O)OC(C)(C)C)o1	0	-8	-18	-0.3	14	5	0	-44	96	104
Cc1ccc(C)c(NC(=S)NNC(=O)c2csc3c2CCC(C)C3)c1 (stereo unspecified)	-1	0	-39	-2.8	1	-4	6	-2	86	83
CC1(C)CC(=NO)CC(C)(C)N1	2	-6	-22	0.1	16	11	0	-33	103	110
O=C(Cn1cnc2c(cnn2-c2ccccc2)c1=O)N1CCN(c2ccc(F)cc2)CC1	-2	-13	-15	-1.4	24	5	1	16	89	80
CCCCOC(=O)C1=C(C)NC2=C(C(=O)CCC2)C1c1cc(OC)ccc1OC (stereo unspecified)	0	3	-29	-2.0	3	6	0	/	80	82
C=CCNC(=O)c1onc(CSc2ccc(C)c(C)c2)c1C(=O)O	/	4	-41	-0.9	14	11	11	3	97	102
O=C(CSc1ccc(-c2cccs2)nn1)NCc1ccccc1Cl	3	-5	-18	-0.6	3	-5	3	-5	89	81
CN(CC/C=C1/c2ccccc2CSc2ccccc21)CCCO	-1	0	-24	-4.2	11	1	5	/	47	38
CC1CCc2nn(CC(=O)NCCCN3CCCCC3)cc2C1 (stereo unspecified)	0	-5	-6	0.0	6	/	/	/	89	92
CCc1nnc(NC(=O)COC(=O)CN2C(=O)c3ccccc3C2=O)s1	/	-25	-31	-0.3	6	-2	-1	-3	101	107
CCc1sc(N(C(=O)Cc2ccccc2)c2ccccc2F)nc1-c1ccc(C)cc1	-8	9	-13	-0.9	9	-2	4	/	85	86
Cc1cc(O)c(C(C)C)cc1N=C1CSC(=O)N1	0	-8	-43	-2.0	14	1	0	/	99	92
CCn1cc(/C=C/C(=O)Nc2ccc(C)cc2Br)cn1	-3	-6	-4	-0.6	16	10	2	/	97	95
CS(=O)(=O)N(CCc1ccccc1)CC(=O)NCc1ccco1	0	-10	9	-2.5	19	-4	0	12	85	94
CCOC(=O)CN1C(=N)N(c2nc(NC(C)C)nc(NC(C)C)n2)CC1=O	/	/	-36	-3.5	25	5	4	-4	103	95
O=C(CSC(=S)N1CCOCC1)Nc1nc(-c2ccccc2)c(-c2ccccc2)o1	2	-6	-49	-3.1	7	0	5	14	76	64
O=C(CCn1c(=O)sc2ccccc21)NC1=NCCS1	/	/	-37	0.5	5	-5	4	0	102	97
O=C(Nc1ccc2c(c1)OCO2)[C@@H]1[C@@H]2C(=O)N(C3CCCCC3)C(=O)[C@@H]2C2c3ccccc3C=CN21 (stereo partly specified)	0	4	-24	-1.1	3	-12	-1	-8	92	90
O=S(=O)(NCc1cccnc1)c1ccc(Cl)c(Cl)c1	/	/	-15	-1.8	6	13	1	-3	91	96
CC(C)COC(=O)N1CC(O)CC1C(=O)O (stereo unspecified)	-1	7	-11	-3.0	6	6	1	/	96	91
CCCN1CC=C2C(C#N)=C(N)C(C#N)(C#N)C(c3cccc(OC)c3OC)C2C1 (stereo unspecified)	-1	-3	-30	-4.1	4	7	4	8	83	94
COc1ccc(N2CCN(CCCNC(=O)C3(S(=O)(=O)c4ccc(Cl)cc4)CC3)CC2)cc1	/	-8	-86	-1.0	8	3	6	-8	69	95
